Screening data from PubChem BioAssay.
FUS suppressor: rescues growth of FUS-expressing yeast. S. cerevisiae FUS-expressing, growth rescue, OD600, 24 h. Potency, µM (top dose mostly 76.6 µM), without a hit: at the top dose growth rescue (activation), usual class: activators. 390,000 tested, 0.24% active. AID 1347120;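 also: potency is read from the fitted curve at half-maximal effect; plate controls were DMSO vehicle for no effect and reference control for full effect; nearly all actives have a fitted effect of over 55% in size; some results filed as inactive show a strong effect at the top dose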
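Toxicity suppression screen in FUS-yeast. Cells induced with 2% galactose, starting OD 0.005, treated 24hr at 30C with compounds at multiple final concentrations; growth by OD600.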
EPAC1 antag: EPAC1 (human) antagonism; 360,000 tested, 0.14% active; O95398; Potency, µM (doses to about 115 µM), inactives show at the highest dose activity change, negative = inhibition, actives largely listed as inhibitors; EPAC1 GEF assay, Rap1b-BODIPY-GDP exchange fluorescence;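 also: potency is read from the fitted curve at half-maximal effect; plate controls were vehicle for no effect and positive control for full effect; nearly all actives have a fitted effect of over 50% in size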
Target sequence (O95398 whole entry, looked up): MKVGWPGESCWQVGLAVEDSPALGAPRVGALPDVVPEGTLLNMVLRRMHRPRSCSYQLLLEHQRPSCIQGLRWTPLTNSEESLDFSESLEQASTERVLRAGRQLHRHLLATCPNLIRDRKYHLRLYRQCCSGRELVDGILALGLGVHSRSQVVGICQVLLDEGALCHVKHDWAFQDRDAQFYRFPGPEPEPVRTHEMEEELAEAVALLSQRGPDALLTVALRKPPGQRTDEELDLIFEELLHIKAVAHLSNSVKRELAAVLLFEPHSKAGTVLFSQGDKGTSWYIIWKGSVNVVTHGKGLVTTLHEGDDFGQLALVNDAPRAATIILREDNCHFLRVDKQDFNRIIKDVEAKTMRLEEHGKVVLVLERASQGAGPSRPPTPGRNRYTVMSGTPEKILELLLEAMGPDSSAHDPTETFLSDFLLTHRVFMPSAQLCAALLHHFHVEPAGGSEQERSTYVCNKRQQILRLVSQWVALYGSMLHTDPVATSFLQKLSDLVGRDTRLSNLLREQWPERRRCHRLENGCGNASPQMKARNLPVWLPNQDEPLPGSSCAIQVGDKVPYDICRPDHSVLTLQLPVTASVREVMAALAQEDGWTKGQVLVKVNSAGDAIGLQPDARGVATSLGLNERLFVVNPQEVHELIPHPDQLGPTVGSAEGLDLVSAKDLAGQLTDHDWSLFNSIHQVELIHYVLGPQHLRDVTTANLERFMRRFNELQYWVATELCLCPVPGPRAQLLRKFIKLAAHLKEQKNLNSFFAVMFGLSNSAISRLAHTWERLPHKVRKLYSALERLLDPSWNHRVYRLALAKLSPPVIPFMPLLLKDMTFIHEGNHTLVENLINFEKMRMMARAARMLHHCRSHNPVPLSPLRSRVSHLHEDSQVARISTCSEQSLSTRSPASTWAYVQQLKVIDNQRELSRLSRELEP
PI5P4K alpha inh: inhibitors of human PI5P4K alpha | P48426 | PI5P4Kalpha enzyme, ADP-Glo luminescence, 60 min; hits give low values | max response, % | 330,000 tested, 1.2% active | AID 652105; active = max response of -50% or lower; inconclusive = between -30% and -50%; inactive = -30% or higher; also: value at the top dose of about 77 µM; % is scaled to controls: 0 for no effect and ±100 for the full control effect
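Human PI5P4Kalpha with substrate in 0.038 M HEPES pH 7.4, 0.28 mM EGTA, 0.1% CHAPS, 5% DMSO; reaction started with 5 microM ATP (final), 60 min at room temperature. ADP formed read by ADP-Glo luminescence.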
PLK1 PBD block: PLK1 (human) polo-box domain binding inhibition; Plk1 PBD binding of FITC phosphopeptide, fluorescence polarization; Potency, µM, without a hit: max response, negative = inhibition, most hits filed as inhibitors; 360,000 tested, 2.8% active; AID 720504; also: potency is read from the fitted curve at half-maximal effect; series mostly up to about 57 µM; % is scaled to controls: 0 for no effect and ±100 for the full control effect; nearly all actives have a fitted effect of over 65% in size
IL-2 act: activates IL-2 in a cell-based reporter assay. activation, % (series mostly up to about 46 µM). IL-2 activation reporter assay, cell-based qHTS; stimulated with anti-CD3/CD4/CD28 beads; in transgenic mouse T cells. AID 652025. 360,000 tested, 0.065% active; in the data active = activation above about 50%; inconclusive = mostly about 30% to 49%; also: 0% is about no effect
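Quantitative HTS in unstimulated transgenic mouse T cells, with memory T cells as non-tolerant control and PMA/ionomycin as tolerance-bypass control. Compound pretreatment lasted 60 minutes before 18 h bead stimulation; EGFP/DsRed fluorescence read.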
Abeta rescue: A-beta toxicity reversal in yeast; yeast expressing A-beta42, growth rescue, OD600, 48 h; response scale: 0% DMSO, 100% iron-clioquinol control; Potency, µM (series often up to 46.1 µM), for inactives: at the top dose growth rescue, usual class: activators; 410,000 tested, 0.063% active; AID 1347071; also: potency is read from the fitted curve at half-maximal effect; nearly all actives have a fitted effect of over 55% in size
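Yeast growth medium received pinned compounds, then yeast cells expressing toxic A-beta were added; plates incubated at 30 C for 48 hr. Growth read as absorbance at 600 nm, normalized to DMSO and equimolar FeCl3 plus clioquinol controls.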
EPAC1 agonist: EPAC1 (human) agonism; O95398; EPAC1 agonist qHTS, biochemical assay; response scale: 100% = response to 6.5 mM cAMP; Potency, µM (top dose mostly 154 µM), for the others: at the top dose activation, most hits filed as activators; 360,000 tested, 0.073% active; AID 720707; also: potency is read from the fitted curve at half-maximal effect; nearly all actives have a fitted effect of over 60% in size
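Multi-concentration qHTS readout: loss of Rap1B-bound BODIPY-GDP fluorescence driven by 100 nM EPAC1 with excess GDP (50 uM), monitored kinetically at room temperature; agonist response expressed relative to 6.5 mM cAMP.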
aSyn rescue: alpha-synuclein toxicity inhibition in yeast. Potency, µM (titrated, usually from 46.1 µM), without a hit: top-dose growth rescue (activation), most hits filed as activators. Yeast expressing alpha-synuclein, growth rescue, BacTiter-Glo, 24 h. 370,000 tested, 0.14% active; also: potency is read from the fitted curve at half-maximal effect; % of control where 0% means no effect; nearly all actives have a fitted effect of over 65% in size
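Rescue of yeast growth: cells expressing toxic alpha-synuclein, induced in galactose at OD600 0.02, incubated with compound 24 h at 30 C. ATP luminescence quantified growth; inhibitors of toxicity appear as activators.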
WRN helicase inh: inhibitors of human WRN helicase; Q14191; WRN helicase unwinding, fluorescent forked duplex, kinetic; Potency, µM (doses to about 114 µM), inactives show at the top dose activity change, negative = inhibition, usual class: inhibitors; 360,000 tested, 0.46% active; AID 651768; also: potency is read from the fitted curve at half-maximal effect; % is scaled to controls: 0 for no effect and ±100 for the full control effect; nearly all actives have a fitted effect of over 55% in size
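Screening of the MLSMR collection measured strand separation of a quenched forked DNA duplex (100 nM) by 20 nM WRN with 2 mM ATP, all final. Compounds were preincubated with enzyme 15 min at room temperature.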
An asterisk follows results filed as active; ? = inconclusive; / = no result given; [ ] = remark or other dose. Unless noted, calls follow the shape of the dose curve; as a rule, active = well fitted curve in the direction sought with a large enough effect; inconclusive = small, poorly fitted or top-dose-only effect, or another doubt; inactive = no such curve, though single readings can be large; an effect the other way counts as inactive or inconclusive.

1	CCCC(=NC(C)CC)C1=C(O)CC(c2ccccc2)CC1=O (configuration not stated)
2	CCOc1ccc(C(=O)NCc2ccccc2)cc1Br
3	COc1cc2oc(=O)c3c(c2cc1OCC(=O)c1c(C)n(C)c2ccccc12)CCCC3
4	CC(=O)c1c(C)c(C)c2n1CCn1c(C)ccc1-2
5	Cc1ccc2c(CC(=O)NCC3(N4CCOCC4)CCCCC3)coc2c1C
6	CC(=O)c1ccccc1NS(=O)(=O)c1cccc2nonc12
7	COc1ccc2c(c1)nc(NCCO)n2C
8	Cc1nnc(-c2ccccc2)nc1N(C)C
assay / entry	1	2	3	4	5	6	7	8
FUS suppressor	17%	/	-9%	20%	-11%	4%	/	-27%
EPAC1 antag	-20%	3%	6%	-5%	7%	3%	-8%	3%
PI5P4K alpha inh	1	6	2	-10	3	2	4	-68*
PLK1 PBD block	-8%	-4%	1%	-16%	-4%	-12%	-4%	-3%
IL-2 act	-2.4	1.5	-2.6	-0.4	2.6	-3.3	-0.6	-1.7
Abeta rescue	-8%	-11%	15%	0%	?	7%	12%	-18%
EPAC1 agonist	-5%	11%	-3%	2%	-1%	-7%	-3%	-4%
aSyn rescue	20%	7%	0%	-1%	-3%	0%	-7%	-1%
WRN helicase inh	-22%	-9%	-4%	-7%	0%	3%	-15%	4%

9	COc1cccc(/C(O)=C2\C(=O)C(=O)N(c3ccccn3)C2c2ccccc2OC)c1 (configuration not stated)
10	Cc1[nH][nH]c(=O)c1C=NCc1cccc(C(F)(F)F)c1
11	O=C1CCC(NC(=O)c2ccccc2)C(=O)N1 (configuration not stated)
12	Cc1nc2c(C(=O)O)cnn2c(C)c1Cc1ccccc1F
13	COc1ccc(CCN2CC(C(=O)NC3CCOCC3)CCC2=O)cc1 (configuration not stated)
14	O=C(Nc1ccc(N2CCN(C(=O)c3cccs3)CC2)cc1)c1ccc(Br)o1
15	O=C(COC(=O)Cc1cn2ccsc2n1)NC12CC3CC(CC(C3)C1)C2
16	COc1ccc(CCNC(=O)COc2ccc(S(=O)(=O)NC(C)C)cc2)cc1OC
assay / entry	9	10	11	12	13	14	15	16
FUS suppressor	15%	-12%	5%	21%	-6%	31%	8%	3%
EPAC1 antag	-7%	-14%	-2%	-24%	11%	5%	4%	-2%
PI5P4K alpha inh	1	0	0	/	-1	0	-4	0
PLK1 PBD block	-4%	1%	2%	-2%	2%	4%	-23%	-4%
IL-2 act	1.1	-2.6	0.4	-0.7	-0.9	0.9	1.2	-0.5
Abeta rescue	-1%	-4%	?	-5%	15%	5%	6%	0%
EPAC1 agonist	-6%	0%	5%	0%	5%	-9%	2%	2%
aSyn rescue	3%	-3%	-6%	18%	1%	9%	1%	6%
WRN helicase inh	-1%	-3%	11%	2%	6%[57.1 µM]	-4%	7%	1%

17	CC1(c2nnc(-c3cccc(Cl)c3)o2)CC(c2cccc(Cl)c2)=NO1 (configuration not stated)
18	C/C(=N\NC(=O)CCc1c[nH]c2ccccc12)c1ccc([N+](=O)[O-])cc1
19	Cc1ccccc1C(=O)NCC(=O)N1CCN(C/C=C/c2ccccc2)CC1
20	COc1ccc([C@@H]2[C@@H]3C(=O)N(C(C)(C)C)C(=O)[C@@H]3[C@]3(C)C(=O)N(c4cccc(F)c4)C(=O)N23)cc1
21	Nc1nc2ccc(C(=O)NCCOC(=O)C3CCCCC3)cc2s1
22	COc1cccc(C(=O)NCCNC(=O)c2ccc(C)nc2)c1
23	Cc1ccc(C(=O)NCC(=O)OCC(=O)N(CC(C)C)c2c(N)n(Cc3ccccc3)c(=O)[nH]c2=O)cc1
24	COc1ccc(S(=O)(=O)NC(N)=NCCc2ccc(OC)c(OC)c2)cc1C
assay / entry	17	18	19	20	21	22	23	24
FUS suppressor	19%	/	/	-3%	3%	4%	-2%	9%
EPAC1 antag	-8%	-11%	7%	-6%	-1%	9%	4%	1%
PI5P4K alpha inh	7	7	4	-1	-14	3	8	-4
PLK1 PBD block	-14%	-2%	-5%	6%	?	2%	2%	-3%
IL-2 act	-0.4	-1.8	-0.5	-0.2	-0.6	1.4	0.6	-1.2
Abeta rescue	-1%	11%	-1%	7%	2%	8%	20%	15%
EPAC1 agonist	4%	5%	-8%	-9%	-9%	4%	3%	15%
aSyn rescue	23%	1%	-11%	1%	-6%	0%	0%	-2%
WRN helicase inh	2%	-9%	5%	-1%	14%	10%	-2%	-15%[57.1 µM]

25	CCN1CCN(/C=N/c2nc(C)cs2)CC1
26	COC(=O)Cn1c(=NC(=O)c2cc(OC)c(OC)c(OC)c2)sc2cc(OC)ccc21
27	c1ccc(COc2cccc(CN3CCCCC3)c2)cc1
28	O=C(O)CCCNC(=O)/C(=C\c1ccc(Cl)cc1)NC(=O)c1ccc(Br)cc1
29	Cc1ccc(OCc2nc(C#N)c(NCc3ccco3)o2)cc1
30	Cc1csc(SCC(=O)NC(=O)NCCC(C)C)n1
31	CCOC(=O)N1CCN(C(=O)c2ccc3c(=O)n(CCc4ccc(OC)c(OC)c4)c(=O)[nH]c3c2)CC1
32	CC(C)NC(=O)COC(=O)c1ccccc1CSC1=NCCS1
assay / entry	25	26	27	28	29	30	31	32
FUS suppressor	11%	5%	-7%	-6%	21%	3%	21%	-13%
EPAC1 antag	-9%	14%	4%	13%	-7%	13%	-20%	-14%
PI5P4K alpha inh	/	4	-4	5	0	1	-6	2
PLK1 PBD block	-16%	-10%	-12%	3%	-5%	-15%	3%	0%
IL-2 act	-0.4	-0.3	0.4	-0.4	2.7	-0.7	-1.1	-2.6
Abeta rescue	9%	-3%	-17%	9%	-7%	0%	5%	10%
EPAC1 agonist	-11%	13%	12%	-8%	14%	6%	7%	7%
aSyn rescue	1%	-7%	0%	1%	15%	6%	1%	1%
WRN helicase inh	0%	?	2%	5%	-9%[57.1 µM]	-7%	-4%	-33%

Reprinted from the part before: 4 compounds, followed by the next part.
29	Cc1ccc(OCc2nc(C#N)c(NCc3ccco3)o2)cc1
30	Cc1csc(SCC(=O)NC(=O)NCCC(C)C)n1
31	CCOC(=O)N1CCN(C(=O)c2ccc3c(=O)n(CCc4ccc(OC)c(OC)c4)c(=O)[nH]c3c2)CC1
32	CC(C)NC(=O)COC(=O)c1ccccc1CSC1=NCCS1
33	COc1ccccc1NS(=O)(=O)c1ccc(C)c(C(=O)NNC(=O)c2csc(N3CCOCC3)n2)c1
34	Cc1cccc(NC(=O)Cc2c(F)cccc2Cl)n1
35	N/C(Cc1ccc(Cl)cc1)=N\OC(=O)c1cccc2ccccc12
36	Cc1cccc(NC(=O)C2C(c3ccccc3)C2(Cl)Cl)c1C (configuration not stated)
37	COc1ccccc1NC(=S)N1CCN(C/C=C/c2ccccc2)CC1
38	O=C(CCCc1ccccc1)N=C1SC2CS(=O)(=O)CC2N1c1ccccc1F (configuration not stated)
39	O=C(COc1ccc(/C=N/NS(=O)(=O)c2ccccc2)cc1)NCCc1ccccc1
40	CC(O)c1nc2c(c(=O)n(C)c(=O)n2C)n1C (configuration not stated)
assay / entry	29	30	31	32	33	34	35	36	37	38	39	40
FUS suppressor	21%	3%	21%	-13%	2%	4%	26%	40%	32%	-22%	21%	-27%
EPAC1 antag	-7%	13%	-20%	-14%	-14%	-14%	2%	?	8%	-13%	-5%	-4%
PI5P4K alpha inh	0	1	-6	2	-2	0	/	11	-5	-2	1	3
PLK1 PBD block	-5%	-15%	3%	0%	-11%	-3%	-5%	-10%	-6%	-3%	0%	3%
IL-2 act	2.7	-0.7	-1.1	-2.6	0.9	-2.5	0.1	-1.1	-0.2	-4.3	-0.7	0.0
Abeta rescue	-7%	0%	5%	10%	-15%	7%	-94%[inhibitor]	6%	-10%	-1%	5%	8%
EPAC1 agonist	14%	6%	7%	7%	7%	-2%	22%	5%	2%	5%	3%	4%
aSyn rescue	15%	6%	1%	1%	-8%	-9%	-89%[inhibitor]	2%	1%	-9%	2%	-4%
WRN helicase inh	-9%[57.1 µM]	-7%	-4%	-33%	1%	2%	-11%	-11%	-18%[57.1 µM]	-6%	5%	-1%

41	CCOc1ccc2ccccc2c1/C=N/NC(=O)CC1(C)OCCCO1
42	Oc1ccccc1C1=Nc2ncnn2C(c2ccc(F)cc2)C1 (configuration not stated)
43	c1ccc(COC2COC3C(OCc4ccccc4)COC23)cc1 (configuration not stated)
44	O=C1NCCC12C(=O)Nc1ccccc12 (configuration not stated)
45	O=C(COc1ccc2oc(-c3ccccc3)cc(=O)c2c1)NCc1ccco1
46	CC(Oc1ccc([N+](=O)[O-])cc1)C(=O)NCCCN1CCOCC1 (configuration not stated)
47	Cc1ccc(CNC(=O)C(=O)NCCC2=CCCCC2)cc1
48	CCOc1ncccc1C(=O)OCC(=O)Nc1ccc2c(c1)CCC2
49	Cc1ncccc1C(=O)N1CCCC(CNC(=O)c2ccc(-c3ccccc3)cc2)C1 (configuration not stated)
assay / entry	41	42	43	44	45	46	47	48	49
FUS suppressor	/	/	-5%	-6%	21%	18%	-30%	15%	16%
EPAC1 antag	-3%	-11%	-6%	5%	-8%	-12%	-24%	-11%	7%
PI5P4K alpha inh	-14	-6	-4	8	-14	-6	23	7	1
PLK1 PBD block	-3%	-24%	7%	15%	-20%	-8%	4%	4%	-7%
IL-2 act	0.3	-2.0	0.4	0.7	4.1	0.1	0.8	-1.2	-0.7
Abeta rescue	-11%	-7%	0%	4%	5%	-13%	10%	18%	-3%
EPAC1 agonist	-5%	-5%	2%	-11%	-6%	0%	-8%	3%	4%
aSyn rescue	-2%	-3%	2%	-12%	-5%	-4%	-6%	1%	6%
WRN helicase inh	11%	?	-12%	-1%	?	-22%	1%	-14%	4%
